# NCOA2 inhibitor = inhibition of GAL4-SRC2 driven luciferase reporter, primary screen, SRC2 inhibitor project, cell-based, luminescence | Nuclear receptor coactivator 2 (Homo sapiens), Q15596 | HEK293 GAL4-SRC2 luciferase reporter | inhibition, % at 9 µM | actives 0.17% (n = 370,000) | AID 651957, 2012;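 active means inhibition above the mean inhibition of all tested compounds plus 3 SD, set per campaign, cut at about 52% in these data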;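 further: 0% = DMSO treated cells and 100% = cells given Gossypol at 36 µM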
# NCOA1 inh = SRC1 coactivator transcriptional activity inhibitors, primary screen, cell-based, luminescence; Nuclear receptor coactivator 1 (Homo sapiens), Q15788; HEK293 GAL4-SRC1 luciferase reporter; inhibition, % at 3.6 µM; actives 0.12% (n = 360,000); AID 588354, 2011;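 active means inhibition above the campaign mean plus 3 SD, with each screening campaign given its own cutoff, cut at about 60% in these data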;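 further: 0% = DMSO treated cells and 100% = gossypol at 36 µM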
# LMP1 NFkB inh = EBV LMP1-driven NF-kappaB luciferase reporter inhibitors, primary screen, cell-based, luminescence, single point; actives 0.69% (n = 350,000); inhibition, % at 12.5 µM; AID 504558, 2011; LMP1-induced NF-kappaB luciferase reporter cells; in the data active means inhibition above about 41%;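 further: 0% = neutral control wells and 100% = reference inhibitor control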
# COUP-TFII inh = NR2F2 transcriptional activity inhibitors, primary screen, cell-based, luciferase reporter, HEK293T, luminescence; AID 686940, 2013; HEK293T NGFI-A luciferase reporter; inhibition, % at 8.6 µM; actives 0.7% (n = 370,000);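 active means inhibition above a per-plate cutoff, mean inhibition of test wells between control levels plus 3 SD, cut at about 38% in these data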;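 further: cells cotransfected with COUP-TFII expression vector driving the NGFI-A reporter; 0% = median of COUP-TF2 test wells and 100% = reporter-only cells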
# Target sequence (P24468 whole entry, looked up): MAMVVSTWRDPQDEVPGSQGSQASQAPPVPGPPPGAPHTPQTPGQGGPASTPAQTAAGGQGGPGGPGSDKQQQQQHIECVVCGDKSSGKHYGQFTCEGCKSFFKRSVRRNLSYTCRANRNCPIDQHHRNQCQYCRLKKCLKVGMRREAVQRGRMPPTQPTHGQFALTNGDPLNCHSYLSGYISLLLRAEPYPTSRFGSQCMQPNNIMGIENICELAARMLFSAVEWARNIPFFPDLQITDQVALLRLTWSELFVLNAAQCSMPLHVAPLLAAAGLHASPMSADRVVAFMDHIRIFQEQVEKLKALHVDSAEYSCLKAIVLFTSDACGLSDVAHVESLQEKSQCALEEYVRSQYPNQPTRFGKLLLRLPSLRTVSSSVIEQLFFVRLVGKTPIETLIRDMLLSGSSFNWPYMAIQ
# NOD2-RIPK2 inh = NOD2-RIPK2 binding disruptors in cells, primary screen, fluorescence, CHO cells, BLA complementation | inhibition, % at 4.98 µM | CCF4 ratio | AID 624267, 2012 | actives 0.38% (n = 360,000); in the data active means inhibition above about 21%;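 further: 0% = vehicle only and 100% = reference blocker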
# MC4R antag cAMP = MC4R antagonists of cAMP signaling, primary screen, cell-based, TR-FRET, antagonist arm of biased-ligand search; Melanocortin receptor 4 (Homo sapiens), P32245; MC4R-expressing cells, MTII-stimulated cAMP, LANCE TR-FRET; inhibition, % at 6.5 µM; actives 0.48% (n = 360,000);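 active means inhibition above its plate's cutoff, the mean of tested wells on that plate plus 3 SD, cut at about 29% in these data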;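 further: 0% = Melanotan II alone and 100% = Melanotan II plus saturating MCL0020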
# Target sequence (P32245 whole entry, looked up): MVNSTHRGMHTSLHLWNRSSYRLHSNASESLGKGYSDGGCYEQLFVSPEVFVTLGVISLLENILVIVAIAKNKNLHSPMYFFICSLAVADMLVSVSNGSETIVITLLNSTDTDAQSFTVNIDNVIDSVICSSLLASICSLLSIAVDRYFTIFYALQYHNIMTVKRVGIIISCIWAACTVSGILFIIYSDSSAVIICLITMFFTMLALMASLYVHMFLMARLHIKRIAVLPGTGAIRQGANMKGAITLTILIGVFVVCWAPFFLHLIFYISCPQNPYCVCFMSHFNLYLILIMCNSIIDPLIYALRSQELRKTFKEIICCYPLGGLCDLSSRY
#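 Test system: U2OS cells stably expressing human melanocortin 4 receptor (MC4R); also added: Melanotan II challenge; compound: 6.5 µM single dose; timing: 30-min compound preincubation, 1-h Melanotan II challenge, 1-h detection, room temperature; signal: Eu-cAMP/anti-cAMP TR-FRET, emission 671 nm; repeats: one well per compound, no replicates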
# ABHD5 PLIN5 PPI = ABHD5-PLIN5 interaction inhibitors, primary screen, cell lysate, split luciferase complementation, luminescence; Perilipin-5 (Homo sapiens) + 1-acylglycerol-3-phosphate O-acyltransferase ABHD5 (Homo …; Split G. princeps luciferase complementation, 4 h; inhibition, % at 4 µM; actives 0.78% (n = 360,000);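 active means inhibition above the mean inhibition across every tested compound plus 3 SD, cut at about 22% in these data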;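 further: 0% = DMSO only wells and the 100% control is not disclosed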
# TLR9-MyD88 block = inhibitors of TLR9-MyD88 association in cells, primary screen, cell-based, CHO, BLA complementation, fluorescence. inhibition, % at 4.98 µM. AID 504734, 2011. CCF4 FRET ratio. Toll-like receptor 9 (Homo sapiens) + Myeloid differentiation primary response protein …. actives 0.21% (n = 340,000);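 active means inhibition above the mean over all tested compounds plus 3 SD, cut at about 21% in these data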;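 further: 0% = DMSO only wells and 100% = clavulanate BLA inhibitor control wells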
# NR5A2 inv ag = LRH-1 (NR5A2) inverse agonists, primary screen, cell-based, luminescence, HEK293T, StAR-luciferase reporter. inhibition, % at 3.6 µM. AID 602396, 2012. actives 0.13% (n = 360,000). LRH-1 transfected, 24 h. Nuclear receptor subfamily 5 group A member 2 (Homo sapiens), O00482;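 active means inhibition above the mean inhibition of all tested compounds plus 3 SD, cut at about 73% in these data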;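 further: 0% = DMSO wells and 100% = reporter-only cells lacking LRH-1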
# MC4R ag barr = MC4R agonists recruiting beta-arrestin, primary screen, cell-based, luminescence, agonist arm of biased-ligand search; U2OS MC4R beta-arrestin complementation; percent of melanotan II response, DMSO zero; activation, % at 8.9 µM; actives 0.98% (n = 360,000); AID 540308, 2011;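 active means activation above a per-plate cutoff, the mean activation of sample wells on that plate plus 3 SD, cut at about 8% in these data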
# SRC3 inh = SRC3 coactivator transcriptional activity inhibitors, primary screen, cell-based, luminescence | Nuclear receptor coactivator 3 (Homo sapiens), Q9Y6Q9 | HEK293 GAL4-SRC3 luciferase reporter | actives 0.17% (n = 360,000) | inhibition, % at 3.6 µM;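 active means inhibition above a per-campaign cutoff, the mean of all compounds plus 3 SD, cut at about 60% in these data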;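 further: 0% = DMSO-treated cells and 100% = gossypol-treated cells at 36 µM; higher means less SRC3-driven luciferase light from the GAL4 reporter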
# An asterisk follows results filed as active; . = not tested or not shown.
Molecule	NOD2-RIPK2 inh	NCOA1 inh	SRC3 inh	MC4R ag barr	NCOA2 inhibitor	ABHD5 PLIN5 PPI	LMP1 NFkB inh	COUP-TFII inh	MC4R antag cAMP	NR5A2 inv ag	TLR9-MyD88 block
O=C(Cn1ccc2cc(S(=O)(=O)N3CCCCC3)ccc21)NCc1ccccc1F	-9.2	-6.9	-7.6	-2.9	30.6	-5.1	-4.2	-4.9	9.9	7.6	-0.1
Cn1c(-c2ccc3ccccc3n2)nc2cnccc21	0.7	-109.8	-73.4	-1.3	-45.6	4.5	-13.9	-78.4	9.4	-132.5	-8.7
O=C(CN1CCN(c2ccc(F)cc2)CC1)c1ccc(O)cc1O	-5.5	-6.5	15.1	-2.4	8.0	-4.4	-1.8	12.8	-1.5	-5.5	-6.6
Cc1ccc(S(=O)(=O)N2CCCCC2)cc1C(=O)OCC(=O)N1c2ccccc2NC(=O)C1(C)C	-0.1	5.6	0.0	-3.8	-10.9	-5.6	0.2	4.9	7.1	-17.0	5.5
Cc1cc(C)c(C)c(S(=O)(=O)NCc2cccnc2)c1C	5.6	-26.3	-1.9	3.0	-28.0	-15.2	-11.8	-3.3	6.6	-7.6	-3.8
CC1=CC(C)(C)N(C(=O)CSc2nnc(N)s2)c2c(C)cc(C)cc21	7.1	-14.7	2.0	1.2	-7.8	-2.3	4.8	-5.6	12.3	-5.3	-8.0
COCCN(C(=S)Nc1cccc(OC)c1)C(C)c1cccs1 (stereo not given)	-11.6	2.5	10.1	0.8	-20.5	-3.9	3.2	2.9	2.8	14.5	2.3
Cc1noc(C)c1S(=O)(=O)N(CC(=O)Nc1ccc2c(c1)OCO2)c1ccc(C(C)C)cc1	-2.6	8.8	0.5	0.0	-18.6	1.4	12.6	-5.3	3.9	-9.1	4.0
COc1ccccc1Nc1nnc(SCC(=O)c2c(N)n(C3CC3)c(=O)[nH]c2=O)s1	-3.7	4.2	-7.7	-1.2	4.9	-1.3	3.2	-1.3	-1.4	21.1	-3.6
CN1C(=O)NC(c2cccc(O)c2)C(C(=O)c2cccs2)C1(O)C(F)(F)F (stereo not given)	1.8	-8.4	-3.8	1.5	.	-4.6	1.2	.	6.8	-45.2	-2.5
Cc1c(N=Cc2nc3ccccc3n2C)c(=O)n(-c2ccccc2)n1C	0.5	1.5	4.9	-0.7	4.8	1.3	-8.5	-4.6	-3.8	-0.9	-1.2
COc1ccc(NC(=O)/C(C#N)=C\c2cc(C)n(-c3ccc4c(c3)OCO4)c2C)cc1	4.5	24.9	1.1	-3.6	11.2	-4.0	7.1	-14.9	-19.4	22.8	3.2

# Taken from the entries so far for reference:
Molecule	NOD2-RIPK2 inh	NCOA1 inh	SRC3 inh	MC4R ag barr	NCOA2 inhibitor	ABHD5 PLIN5 PPI	LMP1 NFkB inh	COUP-TFII inh	MC4R antag cAMP	NR5A2 inv ag	TLR9-MyD88 block
O=C(Cn1ccc2cc(S(=O)(=O)N3CCCCC3)ccc21)NCc1ccccc1F	-9.2	-6.9	-7.6	-2.9	30.6	-5.1	-4.2	-4.9	9.9	7.6	-0.1
Cn1c(-c2ccc3ccccc3n2)nc2cnccc21	0.7	-109.8	-73.4	-1.3	-45.6	4.5	-13.9	-78.4	9.4	-132.5	-8.7

# New compounds follow
Molecule	NOD2-RIPK2 inh	NCOA1 inh	SRC3 inh	MC4R ag barr	NCOA2 inhibitor	ABHD5 PLIN5 PPI	LMP1 NFkB inh	COUP-TFII inh	MC4R antag cAMP	NR5A2 inv ag	TLR9-MyD88 block
Cc1cc(C)cc(NC(=O)C2CCN(S(=O)(=O)c3ccc4[nH]c(=O)ccc4c3)CC2)c1	7.3	-7.3	-2.7	1.7	-27.3	-3.4	6.1	-19.1	1.0	3.2	-11.9
CC(C)NC(=O)Cn1cc(C(=O)C(=O)N2CCOCC2)c2ccccc21	-9.7	4.1	5.7	-2.9	-3.7	4.9	0.3	3.5	13.0	-8.1	-4.6
CS(=O)(=O)c1ccccc1-c1nnc(-c2ccc(Cl)cc2)o1	4.2	-36.4	-41.9	-0.9	-10.4	1.2	-9.8	-10.8	13.1	-21.9	3.0
CCC1(c2ccccc2)NC(=O)N(Cc2ccc(C(=O)OC)cc2)C1=O (stereo not given)	-6.3	1.6	7.2	-1.0	-33.3	-3.1	-1.0	-13.9	-1.7	9.4	-9.2
COC(=O)c1cc(Cl)c(NC(=O)c2ccc(C(C)(C)C)cc2)cc1OC	-9.2	-17.6	-33.6	0.1	0.3	-15.1	11.1	-4.7	10.9	-40.3	1.5
O=c1[nH]nc(N/N=C/c2ccc(Cl)cc2Cl)c(=O)[nH]1	-15.1	-1.1	-10.3	-0.6	4.7	1.4	-3.7	-16.0	13.8	19.9	1.8
CCN(CC(=O)Nc1c(F)cccc1F)C(=O)CCC(=O)c1ccc(C)cc1	13.2	-5.8	1.8	-0.1	-0.8	0.2	-1.4	-9.8	10.1	0.4	2.5
O=C(c1ccco1)N1CCN(c2nc(-c3ccc(F)cc3)cs2)CC1	4.0	-11.3	-6.5	-2.1	-16.1	-1.2	6.4	-9.3	1.5	4.7	-0.4
O=C(C1CCN(S(=O)(=O)c2cccc3cccnc23)CC1)N1CCCCC1	-10.6	-0.7	-73.8	-2.9	-1.9	0.9	-3.2	-6.3	0.9	14.3	0.8
O=C(NCCCN1CCCC1=O)C(=O)NCC1OCCN1S(=O)(=O)c1ccc(Cl)cc1 (stereo not given)	-9.9	-4.7	8.0	-2.2	-2.5	1.4	-4.0	-0.9	-0.7	-10.0	-0.1
O=C(Nc1ccc(Cl)cc1)Nc1ccccc1C(=O)O	-0.6	-91.9	-40.9	3.0	-48.1	4.6	19.2	-24.6	-4.6	-73.0	-0.1
CC(C)N1CCN(Cc2cccs2)CC1CCO (stereo not given)	-2.2	13.6	9.9	-0.4	5.7	-2.4	1.3	-2.6	7.2	14.7	9.3
COc1cc(C(O)c2nc(-c3ccncc3)cs2)ccc1F (stereo not given)	-2.3	-6.1	6.0	-1.1	37.1	-1.7	.	25.0	-3.4	-4.6	.
COc1cccc(CC(NC(C)=O)C(=O)NC2CCN(c3c4c(nc5ncnn35)CCC4)CC2)c1 (stereo not given)	-8.4	-13.6	2.1	-0.9	-6.1	4.9	-11.6	5.5	8.2	-7.6	-2.9
CCC(C)NC(=O)Cn1nc(Cc2ccncc2)c2ccccc2c1=O (stereo not given)	-7.7	1.7	0.6	0.3	17.3	-4.7	.	-8.0	3.2	-0.1	-14.2
CC(CC(=O)NCc1cccnc1)c1ccccc1 (stereo not given)	-3.0	-17.8	-5.3	-0.5	-16.7	-6.8	3.0	8.8	5.0	-5.9	-5.4
CCOc1ccc(CC2CC(=O)NC2=O)cc1 (stereo not given)	-0.4	-40.1	0.8	0.1	-2.5	-2.5	-3.9	-0.3	6.2	9.2	5.5
Cc1ccc(C(=O)Nc2sc(C)c(-c3ccccc3)c2C(N)=O)cc1[N+](=O)[O-]	-5.1	51.4	60.2	-1.3	49.1	-3.0	14.6	56.3*	2.8	42.8	-2.3
COc1ccc(CNC(=O)CN(C(=O)CCC(=O)Nc2ccccn2)c2ccc3c(c2)OCO3)cc1	1.2	-8.2	-5.9	-0.8	8.8	-7.2	-4.2	-4.9	11.6	6.5	6.3
CCC(C(=O)Nc1ccc(OC)c(Cl)c1)c1ccccc1 (stereo not given)	0.4	10.2	19.5	-2.6	9.1	0.5	19.6	7.6	-2.0	-2.9	7.1
O=C(c1ccco1)N1CCN(C(=O)C2CCN(S(=O)(=O)c3cnc[nH]3)CC2)CC1	2.6	-0.3	7.8	-0.7	9.3	2.4	-0.3	-17.2	8.2	7.0	2.6
O=C(c1cc2cc3ccc(Cl)cc3nc2o1)N1CCCCCC1	-12.0	-94.4	-80.3	-2.6	.	10.2	-48.9	.	-0.6	-110.4	-7.4
CN(c1ccccc1)C1CCCCC1NS(=O)(=O)c1ccc(Cl)cc1 (stereo not given)	1.2	5.4	19.8	1.8	-6.6	-11.1	-6.1	5.4	15.1	9.1	-6.7
CSc1cccc(CN2CCCC(CO)(Cc3cccc(Cl)c3)C2)c1 (stereo not given)	4.9	2.4	7.3	-1.0	8.8	1.7	0.4	6.6	0.4	0.6	5.2
N#Cc1cc(-c2ccccc2)nnc1Sc1ccc(F)cc1	0.3	-3.4	22.6	-2.8	-11.9	-3.8	-6.0	-25.3	-1.2	5.1	-0.8
COCCNC(=O)C(c1ccco1)N(Cc1ccc(OC)cc1)C(=O)Cn1nnc2ccccc21 (stereo not given)	6.8	-4.8	19.6	-0.2	14.4	3.6	4.6	-1.7	-2.2	1.2	-4.0
Cc1nn(-c2ccccc2)nc1C(=O)NN	5.0	-6.2	-12.7	0.9	-7.2	-5.7	-4.2	2.0	0.1	-14.1	-7.0
CCNc1nc(=S)nc(NC(C)C)[nH]1	7.7	-7.1	11.0	-1.5	-19.6	-6.1	-15.2	9.8	6.2	7.1	7.6
CCCOC(=O)CSc1nc(N2CCOCC2)c2c(c1C#N)CC(C)(C)OC2	-6.0	-20.4	2.6	-1.2	6.5	-0.1	-3.8	14.0	3.1	-2.3	5.6
CC(C)CC#Cc1ccc2c(c1)O[C@H](CN(C)C(=O)Cc1ccncc1)[C@H](C)CN([C@H](C)CO)S2(=O)=O	-1.3	5.4	-17.6	-0.2	6.3	3.0	1.3	7.0	3.4	-11.1	-5.9
COc1cc2c(C(=O)N3CCN(C)CC3)c(C)n(-c3ccccc3)c2cc1Br	-4.9	-8.2	18.7	-2.5	11.9	9.6	-10.2	-7.3	3.8	-4.3	7.3
CN(C)CCNC(=O)C(=O)NCC1OCCN1S(=O)(=O)c1cc(F)ccc1F (stereo not given)	-3.6	-7.5	13.5	-2.9	-17.7	0.1	9.4	-12.4	2.5	15.5	4.2
CCOC(=O)N1CCC(NC(=O)Cn2ncc3c2-c2cc(C)ccc2OC3)CC1	6.0	5.0	-0.7	1.0	-21.6	-8.3	-2.1	13.9	12.2	9.0	-4.3
Cc1ccnc(NC(=O)COc2ccc(Cl)cc2)n1	-1.2	-50.5	-44.6	0.3	-29.2	-2.4	-5.1	-18.5	-2.0	-42.4	-5.4

# Screening data: PubChem BioAssay, several laboratories

# This is a subset; the hit share may differ from the screen's.
